Screening data: PubChem, several laboratories
Mtb RmlCD inh: blocks M. tuberculosis RmlC and RmlD coupled enzymes. 160,000 tested, 0.03% active. P9WH09+P9WH11. inhibition, % at 3.6 µM. RmlC+RmlD coupled enzyme assay, percent inhibition; primary screen in compound mixtures. AID 1533; in the data active = inhibition mostly above about 34%, no sharp cut-off; inconclusive = no clear call, values can overlap the other calls; inactive = mostly below about 22%; also: some results filed as inactive read as strong as hits
Target sequence (P9WH09 whole entry, looked up): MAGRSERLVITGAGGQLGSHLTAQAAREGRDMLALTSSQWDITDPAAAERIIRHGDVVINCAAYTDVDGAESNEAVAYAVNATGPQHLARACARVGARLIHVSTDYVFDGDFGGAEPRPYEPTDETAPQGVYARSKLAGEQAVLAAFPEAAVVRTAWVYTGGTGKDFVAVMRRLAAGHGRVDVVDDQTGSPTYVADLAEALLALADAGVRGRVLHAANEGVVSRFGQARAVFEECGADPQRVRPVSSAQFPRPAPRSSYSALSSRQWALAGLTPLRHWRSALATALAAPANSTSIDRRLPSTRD
Target sequence (P9WH11 whole entry, looked up): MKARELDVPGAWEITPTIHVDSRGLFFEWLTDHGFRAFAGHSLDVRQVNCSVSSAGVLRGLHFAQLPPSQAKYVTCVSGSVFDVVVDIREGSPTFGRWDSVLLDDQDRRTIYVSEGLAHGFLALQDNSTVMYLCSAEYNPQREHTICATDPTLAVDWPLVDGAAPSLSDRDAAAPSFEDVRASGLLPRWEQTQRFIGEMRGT
M. tuberculosis GlmU: inhibition of mycobacterial GlmU enzyme – biochemical, glucosamine-1-phosphate acetyltransferase (AID 1376) | M. tuberculosis GlmU acetyltransferase enzyme assay; higher % means a stronger effect | inhibition, %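 (tested at 30 µM in the primary screen)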; hits with a dose series show IC50 in µM | 220,000 tested, 0.25% active; in the data active = inhibition above about 13%; inconclusive = no clear call, values can overlap the other calls;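 also: 0% = complete reaction with vehicle and 100% = reaction without substrate; strong numbers were not always called active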
* marks the source's active call; other numbers are inactive results; ? = inconclusive; nt = not tested or not shown.

SMILES | Mtb RmlCD inh | M. tuberculosis GlmU
Cc1nc(N)c(C#N)c(-c2ccccc2Cl)c1C | 6 | -0.4%
O=C(C1CCN(Cc2ccc(F)cc2)CC1)N1CCN(C/C=C/c2ccccc2)CC1 | nt | -1.0%
CCCCC(=O)N/N=C/c1c(O)n(CCCC)c(=S)[nH]c1=O | 7 | 2.4%
c1ccc(CSc2ccc3nnc(-c4ccccn4)n3n2)cc1 | -2 | -1.8%
O=C(CN(CC1CCCO1)C(=O)CNS(=O)(=O)c1ccccc1)NCc1ccco1 (stereo unspecified) | 2 | 2.0%
C=C(C)CC(Nc1ccc(OC)cc1)c1ccco1 (stereo unspecified) | nt | 6.6%
COc1cccc(NC(=O)c2ccc(NCCCN3CC(C)CC(C)C3)c([N+](=O)[O-])c2)c1 (stereo unspecified) | -4 | -4.0%
Cc1cc(C)c2cc(C#N)c(SCC(=O)NCc3ccco3)nc2c1 | ? | nt
O=C(O)Cc1ccc(NC(=S)NCc2ccco2)cc1 | -15 | 2.2%
CC(=O)c1sc(=S)n(-c2ccc(Cl)cc2)c1C | 6 | -0.1%
COC(=O)Nc1ccc(S(=O)(=O)N2CCC(C)CC2)cc1 | nt | -1.6%
Cc1cccc(C(=O)N2CCC(=O)N(C(COCc3cccc(C(F)(F)F)c3)Cc3ccccc3)CC2)c1 (stereo unspecified) | nt | 7.5%
CCCC(C)c1nnc(NC(=O)CS(=O)(=O)Cc2ccccc2)s1 (stereo unspecified) | nt | -4.7%
O=C(NNC(=O)c1ccc(Oc2ccc(C3SCCS3)cc2)o1)c1ccc(Cl)cc1 | -6 | -3.3%
Cc1cc([N+](=O)[O-])nn1CC(=O)N/N=C/c1ccccc1Br | -13 | 0.9%
Cc1ccc(-c2nnc(SCC(=O)N3CCOCC3)nc2-c2ccc(C)cc2)cc1 | nt | -2.1%
COc1ccc(S(=O)(=O)Nc2cc(C(=O)NCCC(C)C)ccc2N2CCOCC2)cc1 | 13 | 3.0%
CC1CCN(S(=O)(=O)c2cn(CC(=O)N3CC(C)CC(C)C3)c(=O)c3ccccc23)CC1 (stereo unspecified) | 3 | -2.2%
CCOC(=O)CCC(=O)N(CCN(C(=O)CCC(=O)OCC)c1ccccc1)c1ccccc1 | 10 | 6.2%
CCc1nnc(NC(=O)CSc2nnc3ncccn23)s1 | 35 | -1.6%
O=C(O)c1cccc(NS(=O)(=O)c2ccc(Cl)c(C(=O)O)c2)c1 | 2 | 0.1%
CCCc1ccc(OCCNC(=O)CC)cc1 | -3 | 12%
O=c1[nH]c2ccccc2nc1C(Nc1ccccc1)c1ccccc1 (stereo unspecified) | -7 | 4.0%
CC(=O)c1c(OC(=O)c2ccccc2)c2ccccc2n1C | nt | 3.3%
CCC(C)(C)C1CCc2[nH]nc(C(=O)N/N=C(\C)c3ccco3)c2C1 (stereo unspecified) | 4 | 2.7%
Remaining list, next part:
SMILES | Mtb RmlCD inh | M. tuberculosis GlmU
Cc1nnc(SCc2cnc(-c3ccc(C(C)C)cc3)s2)n1C | 9 | 6.3%
CC(=O)NCCC(=O)Nc1ccc(C)c(F)c1 | 8 | 1.1%
COc1ccc(C2(CNC(=O)c3ccccc3)CCOCC2)cc1 | 12 | -3.5%
CCOC(=O)N1CCN(C(=O)C2CCN(Cc3cccc(OCc4ccccc4)c3)CC2)CC1 | 4 | 4.5%
O=C(/C=C/c1ncc(C(F)(F)F)cc1Cl)OCc1ccccc1 | 7 | -3.5%
CCc1ccc(NC2=NCC(=O)N2c2ccc3c(c2)OCCO3)cc1 | 4 | -2.0%
COc1ccc(NS(=O)(=O)c2ccc(O)c(C(=O)OCC(=O)NC(C)C3CC4CCC3C4)c2)cc1 (stereo unspecified) | 4 | 0.8%
O=C(O)/C=C/C(=O)N1CCN(c2ccc(F)cc2)CC1 | -9 | -5.8%
CCC(=O)Nc1ccc(Nc2nc(Cl)nc(Nc3ccc(NC(=O)CC)cc3)n2)cc1 | -3 | -4.9%
COc1cc(NC(=S)N2CCN(C(c3ccccc3)c3ccccc3)CC2)cc(OC)c1 | -2 | 0.3%
CCN(CC)c1nc(Nc2ccccc2)nc(Oc2ccc(=O)n(C)n2)n1 | -1 | 3.6%
COC(=O)c1ccccc1S(=O)c1snnc1C (stereo unspecified) | 3 | 0.3%
Cc1noc(C)c1S(=O)(=O)Nc1ccc(C(=O)N2CCN(c3ccc(Cl)cc3)CC2)cc1 | 4 | nt
CCc1c(C(=O)N/N=C/c2ccc(C)o2)csc1C | nt | 3.7%
CCOC(=O)c1ccc(Cl)c(S(=O)(=O)N2CCCC2)c1 | 1 | -0.3%
COC(=O)c1cc(N=Nc2sc(N)nc2C)cc(C(=O)OC)c1 | -7 | 1.0%
Cc1cccc(CS(=O)(=O)Cc2ccc(C(=O)O)o2)c1 | 6 | 2.0%
C=CCNC(=S)N/N=C/c1ccc(-c2cc(Cl)ccc2Cl)o1 | -1 | -0.1%
Cc1nccc(-c2sc(-c3cccs3)nc2C)n1 | -8 | -2.8%
CCCCNC(=O)c1onc(CSc2ccc(F)cc2)c1C(=O)NCCCC | 10 | -2.9%
O=C(O)CCCC(=O)N1CCN(c2nc(-c3ccccc3)c3ccccc3n2)CC1 | 21 | -2.7%
CCCN1Cc2cccc(C(=O)NCc3ccccc3OC)c2C1=O | 16 | -3.2%
Cc1ccc(C(=O)NC2CCS(=O)(=O)C2)cc1S(=O)(=O)N1CCCCCC1 (stereo unspecified) | -1 | 0.2%
CN(C)c1ccc(/C=[N+](\[O-])C2N(c3ccccc3)C(=S)SC2(C)C)cc1 (stereo unspecified) | 0 | 3.3%
COc1ccc(NC(=O)CCN2CCOCC2)c(OC)c1 | -5 | -6.5%
(next part)
SMILES | Mtb RmlCD inh | M. tuberculosis GlmU
O=c1cc(-c2ccccc2)c2ccccc2[nH]1 | 60 | 2.2%
Cc1c(NC(=O)c2ccccc2N)cccc1C(=O)O | -11 | 6.1%
NS(=O)(=O)c1ccc(N/N=C/c2cn(-c3ccccc3)nc2-c2cccs2)c([N+](=O)[O-])c1 | -5 | -5.8%
COc1ccc(Nc2nc(C)cc(=O)[nH]2)cc1 | -8 | 0.3%
CCOc1ccc(N2C(=O)CC(SC(=NC)Nc3cccc(F)c3)C2=O)cc1 (stereo unspecified) | nt | -0.1%
CCCOc1ccc(N2CC(C(=O)NCCc3ccc(OC)c(OC)c3)CC2=O)cc1 (stereo unspecified) | nt | -5.6%
CN(C)CCOCCOc1ccc(Cl)cc1Br | 0 | -5.1%
Cc1c(-c2cc(C(=O)O)c3ccccc3n2)cnn1C | -7 | 0.8%
O=C(NCc1ccco1)c1cnn2c(C(F)(F)F)cc(-c3cccs3)nc12 | 8 | -4.0%
COC(=O)c1nc(-c2ccc(C)cc2)oc1N(C)C | -10 | -0.4%
Cc1nc(N2N=C(c3ccc(Cl)cc3)CC2c2ccco2)sc1C(=O)N(C)C (stereo unspecified) | -14 | 1.9%
CCn1c(=O)[nH]c2ccccc2c1=O | nt | 6.7%
COc1ccc(N(CC(=O)NC2CCCC2)C(=O)CCC(=O)Nc2cc(C)on2)c(OC)c1 | 42 | 0.4%
Cc1cccc2c1N(CCOc1ccccc1)C(=O)C2=O | nt | 4.5%
O=C(NCc1ccccc1Cl)c1ccc2c(c1)SC1=NS(=O)(=O)CCN12 | -12 | 4.6%
O=C(CSc1ncnc2nc[nH]c12)NCCc1ccccc1 | nt | 6.6%
CN(C)C(=O)CSc1nnc([C@@H](N)Cc2ccccc2)o1 | nt | 5.6%
COc1ccc(C2c3ccc4ccccc4c3Oc3ncn(Cc4ccco4)c(=N)c32)cc1OC (stereo unspecified) | 8 | 1.6%
CCOc1cc(/C=N/NC(=O)C(=O)NC)cc(Br)c1O | 4 | 2.7%
CCCn1ncc(C(=O)O)c1C | -59 | 2.3%
Cc1cc(C(=O)NC(C)c2ccncc2)no1 (stereo unspecified) | 0 | 5.6%
CC(C)N(C(=O)COC(=O)c1ccc(Cl)nc1)C(C)C | 1 | -0.3%
O=S(=O)(Nc1nccs1)c1ccc(NCc2cc(Br)cc(Br)c2O)cc1 | 6 | 0.2%
Cc1ccsc1/C=N/N1CCN(c2ccccc2)CC1 | nt | 10%
Cc1ccc(NC(=O)CC2SCCNC2=O)cc1Cl (stereo unspecified) | -10 | -1.6%
Additional results follow:
SMILES | Mtb RmlCD inh | M. tuberculosis GlmU
CCOC(=O)c1[nH]c2ccc(OC)cc2c1NC(=O)CCN1CCc2ccccc2C1 | -2 | -9.3%
O=C(O)C1=C[C@@H](c2ccccc2)C[C@@H](OCc2ccc(CO)cc2)O1 | nt | 1.9%
CC(C)CNC(=O)CSc1nnc(CN2CCCCCC2=O)n1-c1ccccn1 | nt | 9.2%
COc1ccc(OC)c(-c2csc(N(Cc3ccco3)C(=O)c3cccs3)n2)c1 | nt | -4.5%
CCOC(=O)Cc1cc(=O)n2[nH]cc(-c3ccc(Cl)cc3)c2n1 | 13 | 1.4%
CCOC(=O)C1(CC2CC2)CCN(Cc2ccc(O)c(Cl)c2)CC1 | 3 | 0.0%
Cn1c(SCC(=O)NCc2cccs2)nnc1-c1cccs1 | 22 | 0.6%
CCOc1ccc(N2C(=O)C3C(c4ccccc4)=NN(c4ccccc4)C3C2=O)cc1 (stereo unspecified) | -8 | 4.1%
CCc1ccc2c(COn3nnc4ccc(S(=O)(=O)N(C)C)cc43)cc(=O)oc2c1 | nt | -1.4%
CN(C(=O)c1ccccc1C(=O)OCC(=O)NCc1cccs1)C1CCCCC1 | 0 | -2.3%
CCOC(=O)C1=C(C)Nc2ncnn2C1c1c[nH]c2ccccc12 (stereo unspecified) | -28 | -7.0%
CC(C)c1cc(C(=O)O)c2ccccc2n1 | nt | 1.6%
CCOC(=O)N1CCC(NC2CCCCCCC2)CC1 | nt | -2.6%
Cc1ccc(N(C(=O)C2CCC(=O)N2)C2(C(=O)NC3CCCCC3)CCCCC2)cc1 (stereo unspecified) | 8 | 1.2%
CNC(=O)c1sccc1Oc1ccc(F)cc1[N+](=O)[O-] | 0 | -1.4%
CCOCc1nnc(NS(C)(=O)=O)s1 | nt | -1.5%
O=C(CN1CCC(Cc2ccccc2)CC1)NCCc1ccc(F)cc1 | -8 | 2.8%
O=C(Nc1ccccc1N1CCCC1)c1cccnc1 | nt | 2.0%
Cc1c(C(=O)O)oc2ccc(S(=O)(=O)N3CCCCC3C(=O)O)cc12 (stereo unspecified) | -4 | 9.3%
Cc1cc(Cl)c2cc3ccccc3cc2n1 | 9 | 0.4%
CCO[C@@H]1OC(C(=O)O)=C[C@H](C2CCCCC2)[C@H]1CCCO | nt | -3.0%
Cc1ccsc1CNC(=O)c1c(-c2ccccc2)noc1C | 1 | 3.2%
CP(=O)(Nc1ccc(Cl)cc1)c1nc2c(s1)CCCC2 (stereo unspecified) | nt | -0.6%
C=CCCN(Cc1ccccc1)S(=O)(=O)c1ccccc1Br | 1 | -2.1%
O=C(N/N=C/c1c(Cl)cccc1Cl)C(=O)NC1CC1 | 34 | -7.8%

An excerpt from above in order of length of the SMILES, smallest number first.
SMILES | Mtb RmlCD inh | M. tuberculosis GlmU
CC(C)c1cc(C(=O)O)c2ccccc2n1 | nt | 1.6%
CCOC(=O)N1CCC(NC2CCCCCCC2)CC1 | nt | -2.6%
Cc1ccsc1CNC(=O)c1c(-c2ccccc2)noc1C | 1 | 3.2%
CP(=O)(Nc1ccc(Cl)cc1)c1nc2c(s1)CCCC2 (stereo unspecified) | nt | -0.6%
CCOC(=O)C1(CC2CC2)CCN(Cc2ccc(O)c(Cl)c2)CC1 | 3 | 0.0%
CCO[C@@H]1OC(C(=O)O)=C[C@H](C2CCCCC2)[C@H]1CCCO | nt | -3.0%
CCOC(=O)c1[nH]c2ccc(OC)cc2c1NC(=O)CCN1CCc2ccccc2C1 | -2 | -9.3%

Compounds shown so far that contain a cyano group, in the order listed:
SMILES | Mtb RmlCD inh | M. tuberculosis GlmU
Cc1nc(N)c(C#N)c(-c2ccccc2Cl)c1C | 6 | -0.4%
Cc1cc(C)c2cc(C#N)c(SCC(=O)NCc3ccco3)nc2c1 | ? | nt

(more compounds)
SMILES | Mtb RmlCD inh | M. tuberculosis GlmU
O=C(Nc1ccc(Cc2ccncc2)cc1)c1ccc(S(=O)(=O)N2CCOCC2)cc1 | -8 | 0.7%
O=C(Nc1cccc(Cl)c1)N1CCSc2cc(Cl)ccc21 | 26 | nt
O=C(NCc1ccc(Cl)cc1)NCC(F)(F)F | -6 | -1.7%
Cc1ccc(C(=O)Nc2cc3c(oc2=O)CCCC3=O)cc1 | 49 | 1.8%
O=C(CSc1nnc(-c2ccc(Cl)cc2Cl)n1C1CCCCC1)N1CCCC1 | nt | 4.2%
COc1ccc(/C=C/C(=O)OCC(=O)Nc2ccc(Cl)cn2)cc1 | 7 | -4.0%
Cc1ccc(S(=O)(=O)N2c3ccccc3NC(=O)C2CC(=O)Nc2ccccc2)cc1 (stereo unspecified) | nt | -4.1%
O=C(NCc1cccnc1)c1ccc(Cn2c(=S)[nH]c3ccc(Br)cc3c2=O)cc1 | 2 | -5.3%
Cc1onc(-c2ccccc2Cl)c1-c1nc(-c2ccncc2)no1 | nt | -0.1%
CC(C)CCNC(=O)C(c1ccc(O)cc1)N(Cc1cccs1)C(=O)C1COc2ccccc2O1 (stereo unspecified) | 0 | 8.9%
Cn1nnnc1SCc1cccc(CSc2nnnn2C)n1 | nt | 3.3%
COc1ccc(N2CCN(C(=O)CSc3nnc(Cn4nnc5ccccc54)n3C)CC2)cc1 | 9 | 6.6%
Cc1cc(C)cc(NC(=O)N2CCC(c3nc4ccccc4o3)CC2)c1 | -4 | 1.2%
COc1ccc(Nc2nnc(SCc3cc([N+](=O)[O-])cc4c3OCOC4)s2)cc1 | 18 | -5.7%
COc1ccccc1Oc1ccc(S(=O)(=O)NCc2ccccn2)cc1 | -7 | 0.9%
CCOC(=O)CSc1nc(C2CC2)cc(-c2ccc(F)cc2)c1C#N | -8 | -1.3%

The list is partial; count on the stated rates, not on these rows.
